High-throughput results deposited in PubChem BioAssay by National Center for Advancing Translational Sciences (NCATS).
FUS yeast rescue: rescues growth of FUS-expressing yeast; S. cerevisiae FUS-expressing, growth rescue, OD600, 24 h; 0.24% of 390,000 active; Potency, µM (highest dose often 76.6 µM), for the others: top-dose growth rescue (activation), actives largely listed as activators; active = well fitted activation curve with a large enough effect; inconclusive = small, poorly fitted or top-dose-only effect; inactive = no such curve, though single readings can be large or run the other way;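 note: plate controls were DMSO vehicle for no effect and reference control for full effect; nearly all actives have a fitted effect of over 55% in size; some results filed as inactive show a strong effect at the top dose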
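Read-out: OD at 600 nm after 24hr at 30C, reporting rescue of FUS-induced yeast toxicity. Cells at OD 0.005 in galactose (2%) minimal medium; compounds tested in a dilution series; CP55940 titration from 92uM final as control.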
The depositor's hits bear a star; ? = inconclusive; & = joins results of further samples. Potency is the fitted concentration of half-maximal effect. Not all compounds are listed, so the mix of outcomes need not match the whole.

SMILES | FUS yeast rescue
Cn1c(=O)cc(OCCCC(=O)Nc2cc(Br)ccn2)c2ccccc21 | 4%
COc1cc2c(cc1NC(=O)CSc1nnc(COc3ccccc3)n1Cc1ccco1)oc1ccccc12 | 14%
O=C1CC(c2ccc3c(c2)OCO3)N=C2N(Cc3ccc4c(c3)OCO4)C/C(=C/c3ccccc3)N12 (stereo unspecified) | 21%
COc1ccc(-c2cc(-c3nnc(SCC(=O)NC4CCCCC4)n3N)[nH]n2)cc1 | -15%
COC(=O)C1CCCN(C(=O)C(Cc2ccc3c(c2)OCO3)NC(C)=O)C1 (stereo unspecified) | 0%
Cc1ccc(OCCOc2ccc(Cl)cc2Cl)c(Br)n1 | 8%
O[C@H](COc1ccc(OC(F)(F)F)cc1)CN1CCC(C(O)(c2ccccc2)c2ccccc2)CC1 | 29%
CCCCOc1ccc(C(=O)NC2CCCCN(CC)C2=O)cc1 (stereo unspecified) | 2%
CN(C)[C@@H]1CCN(c2ccc3c(c2)OCCCN(C2CC2)S3(=O)=O)C1 | -13%
O=C(CC1CCCC1)N1CC[C@H]2[C@H](CCCN2Cc2ccc(F)cc2)C1 | -17%
COC(=O)[C@]12C[C@H](CC(=O)NCc3ccccc3)C(=O)N(Cc3ccc(Cl)cc3Cl)C1=C[C@H](COCc1ccccc1)O[C@@H]2C | 36%
CC1CN(c2nc3ccccc3nc2SCC(=O)N2CCN(S(=O)(=O)c3ccc(F)cc3)CC2)CC(C)O1 (stereo unspecified) | ?
C[C@H]1[C@@H](NS(=O)(=O)c2ccccc2[N+](=O)[O-])CC[C@@]23CCCN2C(=O)CCC[C@@H]13 | 10%
Nc1[nH]c(C(=O)c2ccccc2)c(-c2ccc(Cl)cc2)c1C(=O)NCCC1=CCCCC1 | 4%
COC(=O)c1cc(-c2c(C)noc2C)c(=O)n2c1CCC2 | -11%
O=C(c1ccc(C#Cc2ccccc2)cc1)N1CCC(O)CC1 | 15%
CCOc1ccc(N(CC(=O)Nc2c(C)n(C)n(-c3ccccc3)c2=O)S(=O)(=O)c2cccs2)cc1 | 24%
CN(C)Cc1cn(-c2cccc(-c3noc4c3C(=O)N(CC(=O)N3CCOCC3)CC4)c2)nn1 | -21%
CC1(C)Oc2ccc(C(=O)N3CCCC3)cc2NC1=O | 15%
Cc1ccccc1CN1CCCCC(NC(=O)c2ccc3ccccc3c2)C1=O (stereo unspecified) | 43%
CC(=O)C1(C(=O)NCc2ccccc2)CC(c2ccccn2)=NO1 (stereo unspecified) | 15%
CCC(=O)N(c1ccccc1)C1CCN(C(=O)C(Cc2ccccc2)NC(C)=O)CC1 (stereo unspecified) | 4%
CS(=O)(=O)OC12CCCN(C1)/C(=C/c1ccc(Cl)cc1)C2 (stereo unspecified) | -6%
CN(C(=O)CNC(=O)c1ccccc1OCC(=O)Nc1ccc(Br)cc1)c1ccccc1 | 2%

Reformatted as tab-separated lines: 3 of the compounds above
compound	FUS yeast rescue
O=C(c1ccc(C#Cc2ccccc2)cc1)N1CCC(O)CC1	15%
CCOc1ccc(N(CC(=O)Nc2c(C)n(C)n(-c3ccccc3)c2=O)S(=O)(=O)c2cccs2)cc1	24%
CN(C)Cc1cn(-c2cccc(-c3noc4c3C(=O)N(CC(=O)N3CCOCC3)CC4)c2)nn1	-21%

Other compounds:
SMILES | FUS yeast rescue
COC(=O)[C@@]12CCCCC3=C1N(CCC3)C(=O)[C@H]2CC(=O)NCc1cccc(C(F)(F)F)c1 | 29%
COc1cccc(NC(=O)N2CC[C@@H]3[C@H]2c2cc(-c4cccc(C#N)c4)ccc2N(C)[C@@H]3CO)c1 | ?
Cc1ccc(-n2c(SCC(=O)Nc3cccc4ccccc34)nnc2-c2cccs2)cc1 | -1%
CCOc1ccc(C=Nn2c(-c3ccc(F)cc3)n[nH]c2=S)cc1 | -4%
CN1CC=C(c2ccccc2)N(c2ccccc2)C1=O | -9%
O=C(NC1CCCCN(Cc2ccc(Cl)cc2)C1=O)c1ccc(F)c(F)c1 (stereo unspecified) | 39%
Cc1ccc(-n2c(SCC(=O)Nc3ccc(OCc4ccccc4)cc3)nnc2-c2ccccc2)cc1 | 16%
O=C(c1cccc(F)c1)N(Cc1ccccn1)CC1CCCO1 (stereo unspecified) | -6%
Cc1cc(C)n2ncc(C(=O)Nc3ccc4c(c3)OCCO4)c2n1 | -7%
CC(C)c1cc(C(C)C)c(S(=O)(=O)NCC(=O)N2CCN(c3ncccn3)CC2)c(C(C)C)c1 | 11%
CCCCCC[C@@H](CC)CN(C(=O)Oc1ccccc1)c1ccccc1 | 2%
COc1ccc(S[C@]2(C(=O)N3CCOCC3)CC(=O)N(c3ccc(Cl)cc3)[C@@H]2c2ccc(OC)cc2)cc1 | ?
COC(=O)[C@]12C[C@H](CC(=O)N3CCCC3)C(=O)N(Cc3cccc4ccccc34)C1=C[C@H](C(C)(C)C)O[C@@H]2C | ?
O=c1cc(N2CCN(c3cccc(C(F)(F)F)c3)CC2)[nH]c(=O)n1-c1ccccc1 | 5%
CC(C)(C)c1ccc(CSc2nnc(-c3cccs3)o2)cc1 | 13%
CCCC[C@H]1C2CC(OC(=O)Nc3ccccc3Cl)C(C2)[C@H]2CCCCN21 (stereo partly specified) | -9%
O=C(NCCCN1CCN(c2ccc(F)cc2)CC1)Nc1ccccc1 | -9%
O=C(NCCc1c[nH]c2ccccc12)OCc1cn(Cc2c(F)cccc2F)nn1 | 32%
O=C(NC1CCCCN(Cc2cccc(C(F)(F)F)c2)C1=O)c1cccc([N+](=O)[O-])c1 (stereo unspecified) | -11%
COC(=O)[C@]12C[C@H](CC(=O)N3CCCCC3)C(=O)N(Cc3ccco3)C1=C[C@H](C(C)(C)C)O[C@@H]2C | 37%
CC(c1c[nH]c2ccccc12)c1c(-c2ccccc2)n(C)c2ccccc12 (stereo unspecified) | 17%
COc1ccccc1C(=O)NC1CCCCN(Cc2ccc(C)cc2)C1=O (stereo unspecified) | 32%
CC(C)N1CCCCC(NC(=O)c2ccc3ccccc3c2)C1=O (stereo unspecified) | -1%
CCOc1ccc(-n2c(SCC(=O)Nc3ccc(S(=O)(=O)Nc4cc(C)nc(C)n4)cc3)nnc2-c2ccc(C)cc2)cc1 | ?
Fc1ccc(Cn2ccc3ccc(-c4ccc5ccn(Cc6ccccc6)c5c4)cc32)cc1 | 22%
C/C(=N/NC(=O)Cc1cccs1)c1cccc([N+](=O)[O-])c1 | -8%
CC1(C)CC(=O)N(CC(=O)N2CCN(c3ccc(F)cc3)CC2)c2ccccc2S1(=O)=O | 19%
CC(C)(C)c1ccc(S(=O)(=O)N2CCCC(C(=O)NCCN3CCC(Cc4ccccc4)CC3)C2)cc1 (stereo unspecified) | ?
CCCCCN1CCCCC(NC(=O)c2ccc3ccccc3c2)C1=O (stereo unspecified) | 32%
COc1ccc(/C=C/S(=O)(=O)NCC(C)C)c(CNC(=O)OC(C)(C)C)c1 | -15%
COc1cccc(/C=N\N2CCN(c3ccc(C)cc3)CC2)c1O | 12%
CCOC(=O)Cn1cc(CN2C(C(=O)OC)CN(C3CC3)CCS2(=O)=O)nn1 (stereo unspecified) | -7%
O=C(NC1CCCCN(Cc2cccc(Cl)c2)C1=O)c1ccc(COc2ccccc2)cc1 (stereo unspecified) | 37%
CN(C)Cc1cn(-c2ccc(-c3noc4c3C(=O)N(CC(=O)N3CCOCC3)CC4)cc2)nn1 | -5%
O=C(NC1CCCCN(Cc2cccc(Cl)c2)C1=O)c1cccs1 (stereo unspecified) | 18%
Cc1cc(N2CCN(C(=O)Oc3ccc(C(F)(F)F)cc3)CC2)c2ccccc2n1 | -5%

The closing 4 compounds of the section above lead into the next:
SMILES | FUS yeast rescue
O=C(NC1CCCCN(Cc2cccc(Cl)c2)C1=O)c1ccc(COc2ccccc2)cc1 (stereo unspecified) | 37%
CN(C)Cc1cn(-c2ccc(-c3noc4c3C(=O)N(CC(=O)N3CCOCC3)CC4)cc2)nn1 | -5%
O=C(NC1CCCCN(Cc2cccc(Cl)c2)C1=O)c1cccs1 (stereo unspecified) | 18%
Cc1cc(N2CCN(C(=O)Oc3ccc(C(F)(F)F)cc3)CC2)c2ccccc2n1 | -5%
CCCCCCNC(=O)C1CSCCS(=O)(=O)N1Cc1ccc(OC)cc1 (stereo unspecified) | -11%
Oc1ccc(/C=C/c2c(F)cccc2F)c2cccnc12 | 6%
O=C(CCCCCN1C(=O)C2C3C=CC(C3)C2C1=O)Nc1cc(F)cc(F)c1 (stereo unspecified) | 6%
O=C(Nc1ccccc1)OCCN1CCCC12CCC(c1ccccc1)CC2 (stereo unspecified) | ?
O=C(NCc1ccccc1)C1CCN(c2nc(-c3ccc(Br)cc3)cs2)CC1 | 19%
Nc1[nH]c2cc(C(F)(F)F)ccc2c1C(=O)NC1CCCCC1 | 7%
O=C(NCc1ccc(Cl)cc1)C1C2C=CC3(CN(Cc4ccccc4)C(=O)C13)O2 (stereo unspecified) | 14%
CCN(CC)c1nc(C)nc2c1nnn2Cc1ccccc1 | 7%
C[C@H](O)[C@@H]1CN2CCc3ccc(N4CCOCC4)cc3[C@@H]2C[C@@H]1N(C)C(=O)c1ccccc1F | -6%
O=C(Nc1cccc(Cl)c1)OCCN1CCCC12CCC(c1ccccc1)CC2 (stereo unspecified) | 9%
O=C(NCCc1ccc(Cl)cc1)c1ccc2c(c1)ncn2C1CCCCC1 | -5%
O=C(OC12CCCN(C1)/C(=C/c1ccccc1)C2)C1CCCCC1 (stereo unspecified) | 18%

Two of the compounds above, field by field:
> O=C(NCCc1ccc(Cl)cc1)c1ccc2c(c1)ncn2C1CCCCC1
- FUS yeast rescue = -5%
> O=C(OC12CCCN(C1)/C(=C/c1ccccc1)C2)C1CCCCC1 (stereo unspecified)
- FUS yeast rescue = 18%

(listing goes on)
SMILES | FUS yeast rescue
CCCCOCCCNC(=O)C[C@H]1C[C@@]2(C(=O)OC)C(=C[C@H](COCc3ccccc3)O[C@@H]2C)N(Cc2ccco2)C1=O | 36%
CC(C)(C)c1ccc(-c2nnc(SCC(=O)c3ccc4ccccc4c3)n2-c2ccc(Cl)cc2)cc1 | 15%
COc1ccc(-n2c(SCC(=O)c3ccc4ccccc4c3)nnc2-c2ccccc2)cc1 | 6%
CCN(CC)c1ccc(C=NNC(=O)Cc2cc(=O)[nH][nH]2)c(O)c1 | 12%
COC1=C[C@H](C(=O)NCCNC(C)=O)[C@@]2(C)Cc3ccccc3[C@H]2CC1=O | -1%
COc1ccc(-c2nnc(SCc3c(F)cccc3F)n2N)cc1 | -2%
O=C(Nc1ccccc1Oc1ccccc1)NC1CCCCN(Cc2cccc(Cl)c2)C1=O (stereo unspecified) | -8%
O=C(CCc1ccccc1-c1ccccc1CCNC(=O)c1ccccc1)NCc1ccccc1 | -4%
c1ccc(CN2CCN(c3ncnc4sccc34)CC2)cc1 | -3%
COCCCN1C(=O)[C@H](CC(=O)N2CCSCC2)[C@]2(C(=O)OC)CCCCC=C12 | -7%
CCCC1CCC2(CC1)CCC2OC(=O)Nc1ccc2c(c1)OCO2 (stereo unspecified) | 0%
OC1(Cc2ccccc2)CCN(c2ncnc3sccc23)CC1 | -2%
Cc1ccc(C2CCC3(CCC(=O)N3CCOC(=O)Nc3ccc(Br)cc3)CC2)cc1 (stereo unspecified) | 5%&-15%
O=C(C1CCC1)N1CCc2cc(S(=O)(=O)N3CCCC3)ccc21 | 4%
CN1C2=NC(c3ccccc3)CC(=O)N2/C(=C\c2ccccc2)C1c1ccccc1C(F)(F)F (stereo unspecified) | 19%
COC(=O)CSc1nnc(-c2n[nH]c3c2CCC3)n1N | -17%
Cc1cccc(NC(=O)C2CCCN2S(=O)(=O)c2cccc3cccnc23)c1C (stereo unspecified) | 29%
COc1ccc(Cn2cc(COC(=O)N(C)Cc3ccccc3)nn2)cc1 | 6%
CCOC(=O)CC[C@@H]1CC[C@]2(CCCN(Cc3nccn3C)C2)O1 | -6%
C[C@@H]1CCN(C2CC2)S(=O)(=O)c2ccc(N3CCC[C@@H]3C)cc2O1 | 14%
CN(Cc1ccccc1)C(=O)OCc1cn(Cc2ccccc2Cl)nn1 | ?
COC(=O)[C@]12C[C@H](CC(=O)NCCCN3CCCC3=O)C(=O)N(CCc3ccc(OC)c(OC)c3)C1=C[C@H](C1CCCC1)O[C@@H]2C | ?
O=C(Nc1ccc(Br)cc1)OCCN1CCCC12CCC(c1ccccc1)CC2 (stereo unspecified) | 18%
Cc1ccc(F)cc1C(=O)N(Cc1ccccn1)CC1CCCO1 (stereo unspecified) | -10%
NCCC(=O)Nc1ccc(Cl)cc1C(=O)c1ccc[nH]1 | 5%
CCOC(=O)[C@]12CCCCC/C=C\1N(Cc1ccc(OC)cc1)C(=O)[C@H]2CC(=O)NCc1ccc(C)o1 | ?
CCCC[C@H]1C2CC(OC(=O)Nc3cccc(C#N)c3)C(C2)[C@H]2CCCCN21 (stereo partly specified) | -9%
CCCCCN1CCCCC(NC(=O)c2cc(OC)c(OC)c(OC)c2)C1=O (stereo unspecified) | 13%
CCCCCCN1CCS(=O)(=O)N(Cc2ccc(F)cc2)C(C(=O)OC)C1 (stereo unspecified) | ?
COc1cccc2c1[C@H](/C=C/c1ccccc1)[C@@H]([C@H](O)CO)OC2 | 0%
CCOC(=O)[C@@]12CCCC=C1N(CCc1ccc(Cl)cc1)C(=O)[C@H]2CC(=O)N1CCSCC1 | 44%

4 entries from above, with tabs.
Molecule	FUS yeast rescue
NCCC(=O)Nc1ccc(Cl)cc1C(=O)c1ccc[nH]1	5%
CCOC(=O)[C@]12CCCCC/C=C\1N(Cc1ccc(OC)cc1)C(=O)[C@H]2CC(=O)NCc1ccc(C)o1	?
CCCC[C@H]1C2CC(OC(=O)Nc3cccc(C#N)c3)C(C2)[C@H]2CCCCN21 (stereo partly specified)	-9%
CCCCCN1CCCCC(NC(=O)c2cc(OC)c(OC)c(OC)c2)C1=O (stereo unspecified)	13%
